Screens: PubChem, The Scripps Research Institute Molecular Screening Center
GSTO1 inh – GSTO1 inhibition, counter-screen for RBBP9 inhibitors | actives 1.1% (n = 300,000) | P78417 | recombinant GSTO1, activity-based probe fluorescence polarization | inhibition, % at 5.96 µM;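 active = inhibition above the campaign mean inhibition plus 3 SD, cut at about 35% in these data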;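 note: 0% = GSTO1-1 with DMSO and 100% = wells lacking GSTO1-1 enzyme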
LYPLA1 inh – counter-screen for PME1 inhibitors: inhibitors of human LYPLA1. recombinant LYPLA1, FP-Rh probe fluorescence polarization. inhibition, % at 5.9 µM. actives 0.16% (n = 320,000);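 active = inhibition above the mean of all tested compounds plus 3 SD, set per campaign, cut at about 14% in these data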;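 note: inhibitors block serine hydrolase probe labeling of LYPLA1 so polarization falls; 0% = enzyme with DMSO and 100% = wells lacking LYPLA1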
Target sequence (O75608 whole entry, looked up): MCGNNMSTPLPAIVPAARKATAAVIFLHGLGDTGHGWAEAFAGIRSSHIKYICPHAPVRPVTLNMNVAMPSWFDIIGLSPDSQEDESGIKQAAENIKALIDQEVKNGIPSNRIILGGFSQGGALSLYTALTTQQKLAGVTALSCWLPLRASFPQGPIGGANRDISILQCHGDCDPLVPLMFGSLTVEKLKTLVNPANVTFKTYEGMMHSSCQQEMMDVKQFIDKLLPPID
LYPLA2 counter – counter-screen for PME1 inhibitors: inhibitors of human LYPLA2 | AID 2177 | recombinant LYPLA2, FP-Rh probe fluorescence polarization | inhibition, % at 5.9 µM | actives 0.38% (n = 320,000) | O95372;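 active = inhibition above the screen-wide mean plus 3 SD, limit set per campaign, cut at about 26% in these data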;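 note: 0% = LYPLA2 with DMSO and 100% = wells lacking LYPLA2 enzyme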
Target sequence (O95372 whole entry, looked up): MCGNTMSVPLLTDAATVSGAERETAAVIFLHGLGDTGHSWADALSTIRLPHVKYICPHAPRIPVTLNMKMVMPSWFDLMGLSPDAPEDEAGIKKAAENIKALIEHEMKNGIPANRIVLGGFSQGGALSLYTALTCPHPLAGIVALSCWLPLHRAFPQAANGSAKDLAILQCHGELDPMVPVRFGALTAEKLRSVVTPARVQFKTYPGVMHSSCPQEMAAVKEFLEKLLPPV
PAD4 FP inh – PAD4 (human) enzyme inhibition | recombinant PAD4, RCA probe fluorescence polarization | actives 0.41% (n = 330,000) | AID 485272 | inhibition, % at 6.36 µM | Q9UM07;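 active = percent inhibition above a cutoff equal to the mean of all tested compounds plus 3 SD, cut at about 15% in these data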;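 note: 0% = PAD4 with RCA probe and DMSO and 100% = probe without PAD4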
PAFAH1B2 FP inh – blocks human PAF acetylhydrolase 1b catalytic subunit 2 | AID 492953 | inhibition, % at 3.39 µM | recombinant PAFAH1B2, FP-rhodamine activity probe, fluorescence polarization | actives 1.2% (n = 340,000) | P68402;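 active = inhibition above the mean of all tested compounds plus 3 SD, cut at about 24% in these data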;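 note: 0% = enzyme with DMSO and 100% = wells lacking PAFAH1B2; many of its hits are not listed in these tables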
Target sequence (P68402 whole entry, looked up): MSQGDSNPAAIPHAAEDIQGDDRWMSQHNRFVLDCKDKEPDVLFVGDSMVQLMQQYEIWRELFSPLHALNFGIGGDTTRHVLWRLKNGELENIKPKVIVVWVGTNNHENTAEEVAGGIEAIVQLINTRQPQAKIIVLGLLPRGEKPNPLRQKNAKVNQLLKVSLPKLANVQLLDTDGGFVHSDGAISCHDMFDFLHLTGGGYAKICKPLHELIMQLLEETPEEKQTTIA
PME-1 primary – blocks human protein phosphatase methylesterase 1; inhibition, % at 5.9 µM; recombinant PME-1, FP-Rh probe fluorescence polarization; Q9Y570; actives 0.53% (n = 320,000);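 active = inhibition above the campaign mean of all compounds plus 3 SD, cut at about 26% in these data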;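 note: competitive labeling of PME-1 active site by serine hydrolase directed probe; 0% = PME-1 with DMSO and 100% = wells lacking PME-1 enzyme; inhibitors block probe labeling so polarization falls and inhibition rises; many of its hits are not listed in these tables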
PREPL inhibitor – inhibitors of human prolyl oligopeptidase-like enzyme PREPL; actives 0.68% (n = 320,000); inhibition, % at 5.96 µM; recombinant PREPL, fluorescence polarization activity-based probe; Q4J6C6; in the data active = inhibition above about 43%;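 note: 0% = enzyme with DMSO and 100% = wells lacking enzyme; many of its hits are not listed in these tables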
pPAFAH inh – pPAFAH (human) enzyme inhibition; Q13093; actives 1.5% (n = 330,000); recombinant pPAFAH, FP-rhodamine probe fluorescence polarization; inhibition, % at 3.39 µM;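 active = inhibition above the mean inhibition across the screen plus 3 SD, cut at about 25% in these data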;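 note: inhibitors block binding of the rhodamine activity-based probe so polarization drops; 0% = enzyme with DMSO and 100% = wells lacking pPAFAH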
PAFAH1B3 inh – blocks human PAF acetylhydrolase 1B catalytic subunit 3. recombinant PAFAH1B3, FP-rhodamine probe, fluorescence polarization. inhibition, % at 3.39 µM. actives 0.28% (n = 340,000). AID 492972;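 active = inhibition above the screen-wide average of all tested compounds plus 3 SD, cut at about 25% in these data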;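 note: 0% = enzyme with DMSO only and 100% = wells lacking PAFAH1B3 protein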
Target sequence (Q15102 whole entry, looked up): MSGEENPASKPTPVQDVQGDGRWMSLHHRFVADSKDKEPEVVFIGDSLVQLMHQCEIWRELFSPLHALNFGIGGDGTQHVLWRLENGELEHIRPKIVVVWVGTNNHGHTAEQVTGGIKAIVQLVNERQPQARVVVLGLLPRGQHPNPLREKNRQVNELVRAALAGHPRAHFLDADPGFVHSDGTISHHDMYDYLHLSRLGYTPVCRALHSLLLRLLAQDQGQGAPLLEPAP
* = called active by the depositor. These rows are one share of the data; count on the stated rates, not on these rows.

What do the screens show for `CCN(CC)CCOCCOc1cc(C)c(Cl)c(C)c1`?
GSTO1 inh: 0; LYPLA1 inh: -1; LYPLA2 counter: -3; PAD4 FP inh: -5; PAFAH1B2 FP inh: 3; PME-1 primary: 0; PREPL inhibitor: 20; pPAFAH inh: 4; PAFAH1B3 inh: 16

Results for COc1cccc(C(=O)Cn2c(N3CCOCC3)nc3c2c(=O)n(C)c(=O)n3C)c1 ?
GSTO1 inh: 3; LYPLA1 inh: -2; LYPLA2 counter: -1; PAD4 FP inh: -14; PAFAH1B2 FP inh: -1; PME-1 primary: 0; PREPL inhibitor: 4; pPAFAH inh: -2; PAFAH1B3 inh: 4

What do the screens show for `COc1ccc(CNC(=O)CN(c2cc(C)cc(C)c2)S(=O)(=O)c2c(C)[nH]c(=O)[nH]c2=O)cc1`?
GSTO1 inh: 5; LYPLA1 inh: 4; LYPLA2 counter: 2; PAD4 FP inh: 2; PAFAH1B2 FP inh: 10; PME-1 primary: 1; PREPL inhibitor: 0; pPAFAH inh: 0; PAFAH1B3 inh: 2

How did CCc1cccc(NC(=O)CCNC(=O)Cn2ccc3ccccc3c2=O)c1 do in these assays?
GSTO1 inh: 6; LYPLA1 inh: -2; LYPLA2 counter: -5; PAD4 FP inh: -3; PAFAH1B2 FP inh: 6; PME-1 primary: 2; PREPL inhibitor: -6; pPAFAH inh: 1; PAFAH1B3 inh: 9

How did CC(C)CC(NC(=O)C1CCC(C)CC1)C(=O)Nc1ccccc1F (centres undefined) do in these assays?
GSTO1 inh: -1; LYPLA1 inh: -3; LYPLA2 counter: -2; PAD4 FP inh: -1; PAFAH1B2 FP inh: 4; PME-1 primary: 0; PREPL inhibitor: 0; pPAFAH inh: -3; PAFAH1B3 inh: 3

What do the screens show for `CCOc1ccc(S(=O)(=O)N(CC)CC(=O)NCc2ccccn2)cc1C`?
GSTO1 inh: 1; LYPLA1 inh: -4; LYPLA2 counter: -4; PAD4 FP inh: 4; PAFAH1B2 FP inh: -3; PME-1 primary: -9; PREPL inhibitor: 14; pPAFAH inh: -5; PAFAH1B3 inh: -4

How did CC(C)(C)OC(=O)NCc1n[nH]c(=S)n1C1CC1 do in these assays?
GSTO1 inh: 7; LYPLA1 inh: -2; LYPLA2 counter: -1; PAD4 FP inh: -7; PAFAH1B2 FP inh: -1; PME-1 primary: 4; PREPL inhibitor: 4; pPAFAH inh: -2; PAFAH1B3 inh: 3

What do the screens show for `O=C(NC1CCCCCCC1)c1cccnc1`?
GSTO1 inh: 4; LYPLA1 inh: 2; LYPLA2 counter: -1; PAD4 FP inh: -7; PAFAH1B2 FP inh: 1; PME-1 primary: 2; PREPL inhibitor: -8; pPAFAH inh: 4; PAFAH1B3 inh: 0

What do the screens show for `COCC(=O)Nc1ccc(C(C)C)cc1`?
GSTO1 inh: 6; LYPLA1 inh: 0; LYPLA2 counter: 2; PAD4 FP inh: -4; PAFAH1B2 FP inh: -2; PME-1 primary: -1; PREPL inhibitor: 10; pPAFAH inh: 2; PAFAH1B3 inh: 2

How did Cc1cccc(NC(=O)Cn2cnc3c(oc4nc5c(cc43)COC(C)(C)C5)c2=O)c1 do in these assays?
GSTO1 inh: 1; LYPLA1 inh: -2; LYPLA2 counter: -4; PAD4 FP inh: -4; PAFAH1B2 FP inh: 3; PME-1 primary: -2; PREPL inhibitor: 4; pPAFAH inh: 1; PAFAH1B3 inh: 0

How did CN(C)C(=O)N1CCN(c2nc(-c3ccccc3)cs2)CC1 do in these assays?
GSTO1 inh: 8; LYPLA1 inh: -1; LYPLA2 counter: -1; PAD4 FP inh: -1; PAFAH1B2 FP inh: 1; PME-1 primary: -1; PREPL inhibitor: 13; pPAFAH inh: -2; PAFAH1B3 inh: 6

What do the screens show for `COc1ccccc1CNC(=O)C(NC(=O)Nc1ccccc1)C(C)C` (centres undefined)?
GSTO1 inh: 5; LYPLA1 inh: 0; LYPLA2 counter: -4; PAD4 FP inh: -2; PAFAH1B2 FP inh: 0; PME-1 primary: -3; PREPL inhibitor: -3; pPAFAH inh: 4; PAFAH1B3 inh: -2

Results for COc1ccc(NC(=S)N(CCCN2CCC(C)CC2)Cc2cccs2)cc1 ?
GSTO1 inh: 6; LYPLA1 inh: -1; LYPLA2 counter: 1; PAD4 FP inh: -6; PAFAH1B2 FP inh: 3; PME-1 primary: -2; PREPL inhibitor: 7; pPAFAH inh: 5; PAFAH1B3 inh: -9

Results for COc1cc2c(cc1OC)CN(Cc1cc(=O)n3cc(C)ccc3n1)CC2 ?
GSTO1 inh: 7; LYPLA1 inh: -1; LYPLA2 counter: -3; PAD4 FP inh: 1; PAFAH1B2 FP inh: -4; PME-1 primary: -1; PREPL inhibitor: 12; pPAFAH inh: 0; PAFAH1B3 inh: 0

What do the screens show for `CCOCCCNC(=O)c1cc2c(s1)-c1ccccc1SC2`?
GSTO1 inh: -10; LYPLA1 inh: -9; LYPLA2 counter: -12; PAD4 FP inh: 5; PAFAH1B2 FP inh: 3; PME-1 primary: -5; PREPL inhibitor: 6; pPAFAH inh: 11; PAFAH1B3 inh: 1

Results for O=C(NCC1CCCO1)C1CCN(S(=O)(=O)c2cc(Cl)ccc2Cl)CC1 (centres undefined) ?
GSTO1 inh: 4; LYPLA1 inh: -3; LYPLA2 counter: -9; PAD4 FP inh: -1; PAFAH1B2 FP inh: 1; PME-1 primary: 9; PREPL inhibitor: 17; pPAFAH inh: -4; PAFAH1B3 inh: 1

What do the screens show for `COc1cc2c(cc1NC(=O)CSc1ccccn1)oc1ccccc12`?
GSTO1 inh: 4; LYPLA1 inh: -3; LYPLA2 counter: -5; PAD4 FP inh: 1; PAFAH1B2 FP inh: 5; PME-1 primary: -14; PREPL inhibitor: -13; pPAFAH inh: 3; PAFAH1B3 inh: 5

What do the screens show for `Cc1nnc2c3ccccc3c(-c3ccccc3)nn12`?
GSTO1 inh: 2; LYPLA1 inh: 0; LYPLA2 counter: -1; PAD4 FP inh: 0; PAFAH1B2 FP inh: 0; PME-1 primary: 2; PREPL inhibitor: -10; pPAFAH inh: 1; PAFAH1B3 inh: 1

Results for O=C1C(=O)N(CCN2CCOCC2)C(c2ccc(Cl)cc2)/C1=C(/O)c1ccc(S(=O)(=O)N2CCOCC2)cc1 (centres undefined) ?
GSTO1 inh: 1; LYPLA1 inh: 3; LYPLA2 counter: 6; PAD4 FP inh: -3; PAFAH1B2 FP inh: 0; PME-1 primary: 0; PREPL inhibitor: 16; pPAFAH inh: 1; PAFAH1B3 inh: 4

Results for CN(CC(=O)NCCN1CCN(Cc2ccccc2)CC1)S(=O)(=O)c1cccc2nsnc12 ?
GSTO1 inh: 1; LYPLA1 inh: -2; LYPLA2 counter: 2; PAD4 FP inh: -2; PAFAH1B2 FP inh: 4; PME-1 primary: 1; PREPL inhibitor: 1; pPAFAH inh: 1; PAFAH1B3 inh: 7

How did CC(C)Sc1nnc([C@H](C)NC(=O)OC(C)(C)C)o1 do in these assays?
GSTO1 inh: -1; LYPLA1 inh: 2; LYPLA2 counter: 5; PAD4 FP inh: 2; PAFAH1B2 FP inh: 2; PME-1 primary: 0; PREPL inhibitor: 13; pPAFAH inh: 3; PAFAH1B3 inh: 2

Results for COCCn1c(C)cc(C2=NNC(=Nc3ccccc3)SC2)c1C ?
GSTO1 inh: 4; LYPLA1 inh: -4; LYPLA2 counter: 1; PAD4 FP inh: 2; PAFAH1B2 FP inh: 1; PME-1 primary: -2; PREPL inhibitor: 11; pPAFAH inh: 10; PAFAH1B3 inh: 3

What do the screens show for `O=C(NCc1cccnc1)C(=O)NCC1OCCCN1S(=O)(=O)c1ccccc1` (centres undefined)?
GSTO1 inh: 6; LYPLA1 inh: 5; LYPLA2 counter: 0; PAD4 FP inh: 1; PAFAH1B2 FP inh: 5; PME-1 primary: -6; PREPL inhibitor: -2; pPAFAH inh: -2; PAFAH1B3 inh: 11

How did Cc1cc(S(=O)(=O)NC(C)c2nnc3ccccn23)ccc1Br (centres undefined) do in these assays?
PAD4 FP inh: -1; PAFAH1B2 FP inh: 7; PREPL inhibitor: -1; pPAFAH inh: 3; PAFAH1B3 inh: 4

How did O=C(NCCCNC(=O)c1ccc(F)cc1)c1ccc(F)cc1 do in these assays?
GSTO1 inh: 0; LYPLA1 inh: 3; LYPLA2 counter: 13; PAD4 FP inh: -2; PAFAH1B2 FP inh: 6; PME-1 primary: -3; PREPL inhibitor: -8; pPAFAH inh: 0; PAFAH1B3 inh: 7

Results for O=C(c1c[nH]c(C(=O)C(Cl)(Cl)Cl)c1)c1ccc(F)cc1Cl ?
GSTO1 inh: 9; LYPLA1 inh: -3; LYPLA2 counter: 2; PAD4 FP inh: 2; PAFAH1B2 FP inh: -1; PME-1 primary: -5; PREPL inhibitor: 2; pPAFAH inh: 1; PAFAH1B3 inh: 0

What do the screens show for `COc1cc(C(=O)OCC2CC(c3ccccc3)=NO2)cc(OC)c1OC` (centres undefined)?
GSTO1 inh: -7; LYPLA1 inh: -2; LYPLA2 counter: -6; PAD4 FP inh: 0; PAFAH1B2 FP inh: 5; PME-1 primary: 0; PREPL inhibitor: 17; pPAFAH inh: -6; PAFAH1B3 inh: 3

How did CSc1cccc(NC(=O)CCCOc2ccc(Cl)cc2Cl)c1 do in these assays?
GSTO1 inh: -5; LYPLA1 inh: -25; LYPLA2 counter: -55; PAD4 FP inh: 0; PAFAH1B2 FP inh: -1; PME-1 primary: -52; PREPL inhibitor: -16; pPAFAH inh: -6; PAFAH1B3 inh: -4

Results for O=C1C2C(c3ccccc3)C=CC(c3ccccc3)C2C(=O)N1c1ccccn1 (centres undefined) ?
GSTO1 inh: -5; LYPLA1 inh: 0; LYPLA2 counter: -1; PAD4 FP inh: -2; PAFAH1B2 FP inh: 3; PME-1 primary: -4; PREPL inhibitor: -7; pPAFAH inh: 5; PAFAH1B3 inh: -1

Results for CCN(Cc1nc2ccccc2c(=O)[nH]1)Cc1cc(=O)oc2cc(C)c(C)cc12 ?
GSTO1 inh: -7; LYPLA1 inh: 1; LYPLA2 counter: 1; PAD4 FP inh: 0; PAFAH1B2 FP inh: 3; PME-1 primary: -1; PREPL inhibitor: -3; pPAFAH inh: -1; PAFAH1B3 inh: 4

What do the screens show for `COc1ccc(C(CNC(=O)c2ccc(C)o2)N2CCOCC2)cc1` (centres undefined)?
GSTO1 inh: 4; LYPLA1 inh: 1; LYPLA2 counter: 5; PAD4 FP inh: 2; PAFAH1B2 FP inh: 1; PME-1 primary: -5; PREPL inhibitor: -7; pPAFAH inh: 0; PAFAH1B3 inh: 8

Results for COc1ccc(C)cc1NC(=O)CN(c1ccccc1)S(C)(=O)=O ?
GSTO1 inh: -2; LYPLA1 inh: -1; LYPLA2 counter: 1; PAD4 FP inh: -2; PAFAH1B2 FP inh: 1; PME-1 primary: 2; PREPL inhibitor: -7; pPAFAH inh: -4; PAFAH1B3 inh: -3

How did Cc1[nH]n(-c2ccccc2)c(=O)c1C=Nc1ccc(S(=O)(=O)N(C)C)cc1 do in these assays?
GSTO1 inh: 10; LYPLA1 inh: 0; LYPLA2 counter: 0; PAD4 FP inh: -12; PAFAH1B2 FP inh: 7; PME-1 primary: -1; PREPL inhibitor: 6; pPAFAH inh: 5; PAFAH1B3 inh: 4
